# Bioassay records (PubChem)
# HCMV antiviral: blocks human cytomegalovirus replication. HFF cells, HCMV-luciferase reporter, 72 h; active compounds read low. activity change, negative = inhibition, % at 57.5 µM. 410,000 tested, 4.5% active. AID 1259415; in the data active = activity change below about -60%; inconclusive = no clear call, values can overlap the other calls; inactive = above about -39%
#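 HFF cells seeded 16 h at 37C, treated with compounds, infected with luciferase-reporter HCMV at MOI 1 PFU/cell; luciferase read at 72 h post infection, normalized to buffer-only and Salinomycin controls.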
# LmPK inhibitor: inhibitors of Leishmania mexicana pyruvate kinase; Q27686; purified LmPK, Kinase-Glo ATP luminescence, 1 h; Potency, µM (highest dose often 57.5 µM), for the others: top-dose activity change, negative = inhibition, usual class: inhibitors; 290,000 tested, 0.37% active; AID 1721; note: potency is the fitted concentration of half-maximal effect
# Target sequence (Q27686 whole entry, looked up): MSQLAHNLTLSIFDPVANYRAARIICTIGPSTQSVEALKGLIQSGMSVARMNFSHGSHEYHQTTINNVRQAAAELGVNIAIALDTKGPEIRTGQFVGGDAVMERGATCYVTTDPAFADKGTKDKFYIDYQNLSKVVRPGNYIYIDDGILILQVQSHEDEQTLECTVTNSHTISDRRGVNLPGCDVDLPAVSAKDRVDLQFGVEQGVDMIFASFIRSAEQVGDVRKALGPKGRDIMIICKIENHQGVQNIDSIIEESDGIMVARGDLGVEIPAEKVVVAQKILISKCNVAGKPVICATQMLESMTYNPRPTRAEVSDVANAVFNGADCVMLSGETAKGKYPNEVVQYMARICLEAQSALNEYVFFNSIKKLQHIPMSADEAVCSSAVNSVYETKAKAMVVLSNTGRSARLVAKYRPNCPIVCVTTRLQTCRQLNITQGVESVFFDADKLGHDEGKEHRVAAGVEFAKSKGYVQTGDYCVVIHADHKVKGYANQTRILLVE
#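 In 50 mM imidazole pH 7.2 with 7 mM MgCl2, LmPK (0.1 nM) turned over PEP (0.5 mM) and ADP (0.1 mM) for 1 h at room temperature. Luciferase read-out of ATP.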
# AMA1 RON2 block: AMA1-RON2 (P. falciparum) interaction inhibition; AlphaScreen AMA1-biotinylated RON2 peptide binding; Potency, µM (series often up to 58.2 µM), inactives show at the highest dose activity change, negative = inhibition, actives largely listed as inhibitors; 360,000 tested, 0.2% active; AID 720542;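 note: potency is the fitted concentration of half-maximal effect; 0% = vehicle wells and -100% = peptide control; nearly all actives have a fitted effect of over 45% in size; some results filed as inactive show a strong effect at the top dose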
#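 AMA1 (3D7) with his tag at 25 nM final met compounds first, then biotinylated RON2 peptide at 25 nM; detection used donor plus acceptor beads, 10 µg/mL apiece, read by AlphaScreen after 30 min at room temperature.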
# HCV inh: HCV inhibition. Potency, µM (doses to about 41.8 µM), for the others: at the highest dose activity change, negative = inhibition, usual class: inhibitors. AID 651820. Huh7.5.1 HCVcc-Cre infection, luciferase reporter, 44 h. 340,000 tested, 3.4% active; note: potency is the fitted concentration of half-maximal effect
#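 Compounds are dispensed onto cells plated 4 h earlier at 1,000 per well, with HCVcc-Cre virus (about 0.5 moi) added next. Following 44 h of culture, luminescent signal is measured for 15 sec after 15 min with substrate at room temperature.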
# AmpC inh no detg: inhibitors of E. coli AmpC beta-lactamase without detergent; P00811; AmpC nitrocefin hydrolysis, absorbance 480 nm, 0.0001% Triton; Potency, µM (top dose mostly 57.1 µM), for the others: top-dose activity change, negative = inhibition, hits mostly inhibitors; 330,000 tested, 0.52% active; AID 485341;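 note: potency is the fitted concentration of half-maximal effect; plate controls were no compound for no effect and no enzyme for full effect; nearly all actives have a fitted effect of over 20% in size; some results filed as inactive show a strong effect at the top dose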
# Target sequence (P00811 whole entry, looked up): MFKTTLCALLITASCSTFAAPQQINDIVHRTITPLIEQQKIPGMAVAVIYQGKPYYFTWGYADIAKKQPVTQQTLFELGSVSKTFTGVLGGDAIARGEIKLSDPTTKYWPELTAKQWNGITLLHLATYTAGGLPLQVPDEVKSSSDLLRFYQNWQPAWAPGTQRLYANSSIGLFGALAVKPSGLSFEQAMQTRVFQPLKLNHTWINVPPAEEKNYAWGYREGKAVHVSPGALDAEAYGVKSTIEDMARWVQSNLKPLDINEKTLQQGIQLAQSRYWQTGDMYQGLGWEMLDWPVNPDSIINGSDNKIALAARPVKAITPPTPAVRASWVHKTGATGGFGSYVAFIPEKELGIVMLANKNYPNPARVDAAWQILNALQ
#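 AmpC (5.3 nM in the dispensed reagent) in 20 mM phosphate pH 7.0 with 0.01% (detergent screen) or 0.0001% Triton X-100 was preincubated with compounds for 15 min at room temperature. Nitrocefin was then added from an 800 uM solution, and hydrolysis was followed at 480 nm.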
# Tb PYK inh: T. brucei pyruvate kinase inhibition; Q57TT1; TbPYK enzyme, Kinase-Glo Plus ATP luminescence, 45 min; 410,000 tested, 0.12% active; AID 624173; Potency, µM (top dose mostly 76.8 µM), inactives show top-dose activity, negative = inhibition, actives largely listed as inhibitors; note: potency is the fitted concentration of half-maximal effect; nearly all actives have a fitted effect of over 50% in size
#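 Quantitative HTS: titrated library compounds versus trypanosomal pyruvate kinase in TEA buffer (pH 7.2) containing KCl, MgCl2, BSA and Tween-20. Reactions were initiated with ADP, 130 uM final. Kinase-Glo Plus luminescence was read after 45 min at RT.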
# AmpC detergent: blocks E. coli AmpC beta-lactamase in detergent assay. AmpC hydrolysis of nitrocefin, absorbance 480 nm, 0.01% Triton. AID 485294. Potency, µM (titrated, usually from 114 µM), for the others: at the top dose activity change, negative = inhibition, most hits filed as inhibitors. 370,000 tested, 0.041% active;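 note: potency is the fitted concentration of half-maximal effect; 0% = no-compound wells and -100% = no-enzyme wells; nearly all actives have a fitted effect of over 25% in size; some results filed as inactive show a strong effect at the top dose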
#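 AmpC (5.3 nM in the dispensed reagent) in 20 mM phosphate pH 7.0 with 0.01% (detergent screen) or 0.0001% Triton X-100 was preincubated with compounds for 15 min at room temperature. Nitrocefin was then added from an 800 uM solution, and hydrolysis was followed at 480 nm.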
# Numbers without * were called inactive; u = inconclusive; x = not tested or not shown; & = joins results of further samples; [ ] = another dose, or the depositor's remark. Unless noted, calls come from the whole dose curve; as a rule, active = well fitted curve in the direction sought with a large enough effect; inconclusive = small, poorly fitted or top-dose-only effect, or another doubt; inactive = no such curve, though single readings can be large; an effect the other way counts as inactive or inconclusive. Unless noted, % is set by controls: 0 for no effect and ±100 for the full control effect. Not a hit list. Share with any hit: about 7.5%.
Compound	HCMV antiviral	LmPK inhibitor	AMA1 RON2 block	HCV inh	AmpC inh no detg	Tb PYK inh	AmpC detergent
O=C(c1cccc(S(=O)(=O)N2CCCC2)c1)N(Cc1ccco1)C1CCS(=O)(=O)C1 (configuration not stated)	-36.3	-1.1%	-19.5%	7.5%	-0.5%	1.6%	-2.9%
Cc1ccc(C(=O)N/C(=C\c2ccc(F)cc2)C(=O)NCc2ccncc2)cc1	x	-1.1%	-4.5%	7.8%	-22.3%	5.6%	u
FC(F)(F)Oc1ccccc1C(c1nnnn1-c1ccc2c(c1)OCCO2)N1CCN(C/C=C/c2ccccc2)CC1 (configuration not stated)	-27.3	x	-29.7%	x	x	-1.3%	x
Cn1cnc2c(SCc3ccccc3)ncnc21	-18.8	x	-5.9%	4.5%	x	-2.6%	x
CC(=O)c1ccc(NC(=S)NC(C)CCc2ccccc2)cc1 (configuration not stated)	u	8.7%	6.1%	7.8%	-16.5%	3.5%	10.8%
CC(On1nnc2ccc(S(=O)(=O)N3CCOCC3)cc21)C(=O)Nc1ccccc1F (configuration not stated)	-5.5	x	17.9%	-3.9%	26.7%	-4.8%	-17.8%
O=C(Cc1ccsc1)Nc1ccc(S(=O)(=O)C(F)F)cc1	25.4	-0.3%	25.3%	4.6%	-28.2%	2.4%	-10.4%
Cc1ccc2nc(N(CCN(C)C)C(=O)c3ccc4ccccc4c3)sc2c1	x	-1.2%	9.3%	0.4%	-6.4%	0.6%	u
O=C(CSc1ccc2c(c1)OCCO2)Nc1ccc(Br)cc1	u	2.8%	3.1%	-23.0%	-44.6%	-6.7%	3.4%
COc1ccc(NC(=O)C(c2ccc(C)cc2)N(C)C(=O)c2ccc(=O)[nH]c2)cc1 (configuration not stated)	47.9	2.9%	9.6%	-1.5%	-47.2%	-10.0%	-6.4%
CCC1(c2ccccc2)C(=O)N(COC)C(=O)N(COC)C1=O	-13.0	-2.3%	11.5%	32.5%[activator]	-8.0%	-13.0%&5.9%	-9.2%
COc1ccc(CCN2CC(C(=O)NCC3(O)CCCCC3)CCC2=O)cc1 (configuration not stated)	41.0	-3.1%	-13.6%	x	16.5%	2.7%	-8.9%
Cc1c(C(=O)OCc2ccccc2)[nH]c2c1C(=O)CC(c1ccc(N(C)C)cc1)C2 (configuration not stated)	-3.4	x	x	x	x	6.4%	-4.9%
Cc1cc(C)c2c(CC(=O)Nc3cc(C(F)(F)F)ccc3Cl)coc2c1	-5.6	x	x	x	x	2.4%	7.9%
CCS(=O)(=O)c1ncc(CO)n1CCc1ccccc1	10.3	-5.2%	18.3%	-3.9%	-2.2%	-9.0%	-14.1%
O=S(=O)(Nc1nc2ccccc2nc1NCC1CCCO1)c1cc(Cl)ccc1Cl (configuration not stated)	-35.2	4.1%	-12.7%	7.3%	-59.2%	1.3%	-0.6%

# Single records, as listed above.
# `Cc1ccc(C(=O)N/C(=C\c2ccc(F)cc2)C(=O)NCc2ccncc2)cc1` is listed as HCMV antiviral: x; LmPK inhibitor: -1.1%; AMA1 RON2 block: -4.5%; HCV inh: 7.8%; AmpC inh no detg: -22.3%; Tb PYK inh: 5.6%; AmpC detergent: u
# `O=C(Cc1ccsc1)Nc1ccc(S(=O)(=O)C(F)F)cc1` is listed as HCMV antiviral: 25.4; LmPK inhibitor: -0.3%; AMA1 RON2 block: 25.3%; HCV inh: 4.6%; AmpC inh no detg: -28.2%; Tb PYK inh: 2.4%; AmpC detergent: -10.4%

# Next entries
Compound	HCMV antiviral	LmPK inhibitor	AMA1 RON2 block	HCV inh	AmpC inh no detg	Tb PYK inh	AmpC detergent
O=C(Nc1ccc(Cl)cn1)C1CCCN1S(=O)(=O)c1ccccc1 (configuration not stated)	3.3	3.4%	14.9%	-12.3%	-6.8%	6.8%	-3.5%
CCOC(=O)[C@]12CCC=C1N(CCC1=CCCCC1)C(=O)[C@H](CC(=O)N1CCSCC1)C2	-3.3	x	-3.6%	x	x	3.5%	x
CCOC(=O)CSc1cc(CSc2ccccc2)nc(-c2ccccc2)n1	-16.7	1.5%	56.9%[activator]	7.5%	u	-0.8%	-0.2%
Cc1ccccc1NC(=O)c1sc2nc3c(cc2c1N)CN(Cc1ccccc1)CC3	-30.7	x	x	x	x	-2.8%	15.1%
C/C(=N\NC(=O)c1ccc(COc2ccccc2)cc1)c1ccncc1	-6.2	-8.0%	29.2%	5.2%	-18.1%	-4.1%	-4.8%
CCCCNS(=O)(=O)c1ccc(NC(=O)C(Sc2ccccc2)c2ccccc2)cc1 (configuration not stated)	-68.5*	-1.1%	-14.6%	u	-31.8%	-1.7%	-11.4%
CN1CCN(c2ncnc3c2cnn3-c2cccc(Cl)c2)CC1	71.1	x	x	x	x	-4.9%	2.9%
COc1cc2c(cc1OC)CN(CC(=O)Nc1ccccc1SC)CC2	u	12.4%	11.4%	u	35.2%	-0.2%	4.6%
Clc1cccc(-c2nc3ccc(Cl)cn3c2Cc2ccccc2)c1	-5.8	x	4.9%	x	x	-0.4%	x
Oc1ccc(-c2csc(Nc3ccccn3)n2)c(O)c1	128.8	2.4%	132.5%[activator]	u	-37.4%	2.0%	-5.1%
O=C(NCc1cccn1Cc1ccccc1)Nc1cccc(C(F)(F)F)c1	-21.7	x	x	x	x	-0.6%	20.0%
Cc1ccccc1NC(=O)/C(C#N)=C\c1cc(C)n(-c2ccc(C(=O)O)cc2)c1C	-19.7	6.3%	-5.9%	-8.2%	-28.2%	0.3%	1.8%
CC1(C(=O)N2CC3(CC(c4cccc(NC(=O)CC(c5ccccc5)c5ccccc5)c4)=NO3)C[C@@H]2C(N)=O)CC1 (some centres not stated)	25.9	8.4%	-8.3%	-0.2%	226.9%[activator]	-5.4%	-3.5%
CCOC(=O)C(C)Oc1ccc(C2NC(=O)NC(C)=C2C(=O)Nc2ccccc2C)cc1 (configuration not stated)	-37.6	6.7%	2.7%	21.9%&16.6%	-1.7%	2.7%	2.8%
CCC(COC(=O)Nc1cccc(C)c1)NC(=O)OCC(C)C (configuration not stated)	-4.3	-4.8%	16.6%	u	1.0%	0.2%	-12.1%
Cc1ccc(C(=O)Nc2cnc3sc(C)nn3c2=O)cc1	96.5	-3.2%	-3.9%	-0.9%	-7.1%	-4.8%	u
CCOC(=O)COc1cc(-n2c(=S)[nH]c3cc(OC)c(OC)cc3c2=O)c(Cl)cc1Cl	-5.5	-11.1%	46.2%[activator]	10.9%	25.5%	-3.8%	1.5%
COC(=O)CCN1CCC2CC1c1cc(-c3cccc(C)c3)ccc12 (configuration not stated)	8.9	x	-6.2%	5.8%	x	1.4%	x
COCc1[nH]nc2c1C(c1c(F)cccc1Cl)C(C#N)=C(N)O2 (configuration not stated)	-7.4	3.0%	-1.0%	1.5%	-16.4%	-2.5%	-4.7%
CS(=O)(=O)c1ccc(Cl)c(NC(=O)COC(=O)c2ccc(-n3cnnn3)cc2)c1	9.3	x	-7.7%	2.2%	-13.2%	3.6%	-5.3%
Cc1ccccc1CN(CC1CCC(C(=O)O)CC1)C(=S)Nc1ccccc1F (configuration not stated)	-19.7	6.9%	27.8%	26.0%	-7.7%	-0.5%	-6.2%
Cc1cc(C)c(S(=O)(=O)/N=C2\C=C(Nc3ccc(C(=O)O)cc3)C(=O)c3ccccc32)c(C)c1	-85.2*	-7.2%	u	u	12.6µM*	u	-12.2%
CCCNC(=O)c1ccc2c(c1)N=C(CCC)c1ccccc1S2	-86.1*	x	x	x	x	5.3%	9.8%
Cn1c(=O)n(Cc2ccc(Cl)cc2)c(=O)c2c1nc1n2CCN1Cc1ccco1	-86.3*	4.7%	4.3%	15.8µM*	1.7%	3.6%	4.4%
Cn1c(SCc2n[nH]c(=S)o2)nnc1-c1ccccc1	-8.5	0.5%	13.1%	39.0%[activator]	-13.4%	-11.9%	-10.9%
Cc1cn(C)c(CC(=O)Nc2cccc(Cl)c2C)c1C(=O)O	7.8	x	x	x	x	-0.5%	8.2%
CCOC(=O)c1cccnc1SCC(=O)NCc1ccccc1	14.8	-2.9%	-1.4%	-1.4%	-1.5%	-0.4%	-3.8%
COC(=O)CC1C(=O)NCCN1C(=O)Nc1cccc(Cl)c1 (configuration not stated)	-22.9	0.3%	-16.4%	19.8%	-3.4%	4.7%	3.3%
NC(=O)C1CCN(C(=O)c2ccc3ccccc3c2)CC1	-24.2	0.0%	-23.9%	3.9%	-4.3%	-5.1%	3.9%
CCOC(=O)c1oc2c(c1C)-c1nn(Cc3c(F)cccc3Cl)cc1CC2	-30.9	x	x	x	x	0.0%	-0.1%
O=C1CCC(=O)N1c1nc2n(n1)C(c1ccccc1)C=C(c1ccc(Br)cc1)N2 (configuration not stated)	-16.5	6.9%	34.3%[activator]	5.3%	-7.4%	-9.0%	-1.7%
N/C(=N\OC(=O)/C=C/c1ccccc1)c1ccc(Br)cc1	u	5.1%	-2.1%	8.7%	-19.3%	2.0%	0.6%
Cc1ccc(S(=O)(=O)N2CCCCC2)cc1C(=O)N(C)CC(=O)Nc1ccc(Cl)c(C(F)(F)F)c1	-6.0	-1.0%	-11.0%	u	-9.0%	1.3%	-3.5%
CCOC(=O)c1ccccc1NS(=O)(=O)c1ccccc1	-12.3	-12.1%	47.8%[activator]	-27.1%	-20.2%	4.1%	-4.1%
CC1(C(=O)NS(=O)(=O)c2ccccc2OC(F)(F)F)CCN1C(=O)c1ccccc1 (configuration not stated)	6.1	x	12.7%	x	x	-7.1%	x
CN(CC(=O)NCc1ccc(F)cc1)S(=O)(=O)c1ccc(Br)s1	-71.4*	-6.1%	-15.8%	5.2%	-9.2%	-7.8%	-2.0%
COc1ccc(OC)c(NC(=O)Nc2nc(C(N)C(C)C)cs2)c1 (configuration not stated)	32.7	x	69.9%[activator]	x	x	0.0%	x
CCOC(=O)CCSc1nc(C)c2cc(C)ccc2n1	-15.0	5.0%	12.7%	u	31.3%	-5.5%	-9.4%
COc1cc(OC)cc(-c2nnc(N(C)C(=O)c3ccncc3)s2)c1	2.5	2.1%	0.0%	u	76.9%[activator]	-4.5%	-4.9%
COc1cc(/C=N/NC(=O)c2cc(C3CC3)[nH]n2)cc(OC)c1OC	0.0	0.1%	20.9%	0.8%	-31.0%	-1.6%	-5.1%
COc1ccc(/C=N\NC(=O)c2ccccc2F)cc1COc1ccc(F)cc1F	-80.2*	-5.0%	21.5%	u	-6.5%	4.2%	6.6%
